Bioassay records as filed in PubChem BioAssay.
14-3-3 Bad PPI – inhibitors of 14-3-3 zeta/Bad binding, primary screen, biochemical, TR-FRET, bovine 14-3-3 zeta | TR-FRET 14-3-3zeta/Dy647-pBad peptide displacement, 1 h | AID 781, 2007 | 0.71% of 220,000 active | inhibition, % at 21.7 µM;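 active means inhibition above about 70%, limit read from the data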;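 further: 0% = full 14-3-3 plus peptide FRET controls and 100% = background without 14-3-3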
p97 ATPase inh – inhibitors of human p97 ATPase, primary screen, biochemical | 0.42% of 220,000 active | Transitional endoplasmic reticulum ATPase (Homo sapiens), P55072 | inhibition, % at 8 µM | recombinant p97 ATPase, Kinase-Glo ATP luminescence, 3 h; in the data active means inhibition above about 15%;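 further: 0% = DMSO vehicle and 100% = wells lacking enzyme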
Wee1 degr inh – Wee1 degradation inhibitors, primary screen, cell-based, HeLa, Wee1K328M-luciferase, luminescence. HeLa Luc-Wee1K328M stability; 100% = proteasome inhibitor MG132 effect. Wee1-like protein kinase (Homo sapiens), P30291. 1.2% of 220,000 active. reporter increase, % at 5 µM. AID 1321, 2008;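 active means activation above the mean of all tested compounds plus 3 SD, set per screening run, cut at about 8.8% in these data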;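 further: cells exposed to compound for 20 h before luminescence read; 0% = DMSO alone and 100% = MG132 at 30 µM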
MDM2 E3 inh – MDM2-luciferase reporter signal enhancers, primary screen, MDM2 E3 ligase inhibitor project, cell-based, luminescence, 1536-well. E3 ubiquitin-protein ligase Mdm2 (Homo sapiens), Q00987. 0.11% of 210,000 active. cell-based MDM2 ubiquitination luciferase reporter, 2 h; 0 = plate control, 100 = twice control, blank-subtracted. signal enhancement, % at 5 µM;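 active means signal enhancement of 30% or more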;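 further: luminescence tracks abundance of the self-degrading MDM2-luciferase fusion protein; higher signal means inhibition of MDM2 E3 ligase activity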
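Buffer or medium: Cells held in DMEM | Assay system: Stable mammalian line carrying autodegrading MDM2–luciferase fusion reporter | Quantity: 2000 cells/well | Times: 4 h settle plus 2 h compound, 37 °C | Doses: One concentration, 5 µM, with 0.2% DMSO | Technique: Luminescence with SteadyLite reagent, 15 min at room temperature | Benchmarks: Plate controls and plate blanks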
Rad51 HR inh – human RAD51 strand exchange inhibitors, primary screen, biochemical, fluorescence; inhibition, % at 10 µM; hRad51 DNA strand exchange, fluorescence dequenching; DNA repair protein RAD51 homolog 1 (Homo sapiens), Q06609; AID 1385, 2008; 0.085% of 200,000 active;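 active means inhibition above 40% at the single screening dose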;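 further: 0% = DMSO control wells and 100% = blanks with heterologous ssDNA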
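Test system – preformed human Rad51 ssDNA filaments · Reagent – Donor/quencher-labelled 47-bp dsDNA substrate · Incubation – 37 °C 15-min filament assembly, 30-min compound preincubation, 15-min exchange · Signal – FRET fluorescence dequenching, excitation 485 nm, emission 520 nm · Read-out – percent inhibition from fluorescence, normalised to plate control and blank means · Benchmarks – plate control and blank wells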
FXIa inh – human FXIa protease inhibitors, primary screen, biochemical, 1536-well | Coagulation factor XI (Homo sapiens), P03951 | purified FXIa, Boc-Glu-Ala-Arg-AMC fluorogenic substrate | inhibition, % at 5 µM | 0.14% of 220,000 active | AID 798, 2007;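 active means inhibition of at least 40%; inactive means inhibition below 40%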;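 further: fluorescence of freed AMC excited at 355 nm; 0% = enzyme without compound and 100% = no enzyme blank; many of its hits are not listed in these tables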
KLK5 inh – human KLK5 protease inhibitors, primary screen, biochemical, 1536-well. recombinant hK5, fluorogenic AMC substrate cleavage. AID 873, 2007. 0.59% of 210,000 active. inhibition, % at 5 µM. Kallikrein-5 (Homo sapiens), Q9Y337;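 active means inhibition of 40% or more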;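 further: 0% = enzyme controls without compound and 100% = no-enzyme blanks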
FXIIa inh – human FXIIa protease inhibitors, primary screen, biochemical, 1536-well | Coagulation factor XII (Homo sapiens), P00748 | purified FXIIa, Boc-QGR-AMC fluorogenic substrate, 2 h | inhibition, % at 5 µM | 0.3% of 220,000 active | AID 800, 2007; in the data active means inhibition above about 40%;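 further: 0% = enzyme with no compound and 100% = blank without enzyme; many of its hits are not listed in these tables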
eIF4E-4G inh – eIF4E–eIF4G protein interaction inhibitors, primary screen, biochemical, uHTS, TR-FRET, eIF4GI fragment | Eukaryotic translation initiation factor 4E (Mus musculus) + Eukaryotic translation … | TR-FRET eIF4E-eIF4GI(517-606) binding, 2 h | inhibition, % at 21.7 µM | 0.37% of 220,000 active;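 active means inhibition above about 30%, limit read from the data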;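 further: 0% = full FRET control wells and 100% = background wells lacking eIF4GI fragment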
* marks the source's active call; other numbers are inactive results; . = no result given; [ ] = dose if it differs, or a comment. This is a random part of the collection; overall some 3.5% were active at least once.

SMILES	14-3-3 Bad PPI	p97 ATPase inh	Wee1 degr inh	MDM2 E3 inh	Rad51 HR inh	FXIa inh	KLK5 inh	FXIIa inh	eIF4E-4G inh
CC(=O)Nc1ccc(NC(=O)Cn2c(=O)n(-c3ccc(C)cc3)c(=O)c3oc4ccccc4c32)cc1	-11.0	3.8	0.9	1.7	6.9	-4.0	-0.5	1.3	-2.1
COC(=O)CCc1nc2c(C#N)c(-c3ccc(Cl)cc3)ccn2n1	-0.3	-5.7	-3.8	-5.0	3.8	-3.2	-10.3	3.1	-3.5
c1ccc(CSc2ncnc3ccccc23)cc1	-4.4	1.4	4.7	-24.3	17.8	3.7	3.9	8.4	0.3
CC1(OC(=O)CCc2ccccc2)C(=O)C=C2C=C(c3ccc(C#N)cc3)N(C3CCCCC3)C=C2C1=O (stereo not drawn)	-2.4	.	.	13.7	4.1	1.5	1.0	8.2	-5.8
Brc1ccc(-c2noc(COc3ccc4c(c3)CCC4)n2)o1	6.3	1.1	3.5	-9.9	-3.6	10.7	-5.4	21.0	-1.3
CCC(C)(C)NC(=O)C(c1ccco1)N(C(=O)c1csnn1)c1cccc(F)c1 (stereo not drawn)	9.7	-3.7	4.9	-2.3	-0.5	2.2	-3.6	10.2	6.0[fluorescence artefact?]
CCCc1ccc(OC(=O)c2ccc(O)cc2Cl)cc1	16.8	-7.9	2.0	-32.5	-8.7	-1.8	0.0	3.2	3.4
CN(NC1OC(=O)c2ccccc21)c1ncc(C(F)(F)F)cc1Cl (stereo not drawn)	-2.9	5.4	0.1	-6.8	-0.4	3.2	-1.9	9.8	3.0
N#Cc1cccc(NC(=O)NCCc2c[nH]c3ccccc23)c1	-15.3	-0.5	4.2	.	.	9.8	7.1	22.9	-1.0
CCOc1cc(-c2noc(CCC(=O)N3CCOCC3)n2)ccc1OC	11.1	6.5	-1.4	-6.9	-28.5	-0.5	2.9	5.2	1.9
O=C(NN=C1CCCC1)c1cc(-c2ccc(F)cc2)nc2ccccc12	-12.3	1.4	-1.9	-20.4	-31.2	-2.8	0.1	5.1	1.9
N#Cc1nc(-c2ccc(OCc3ccccc3)cc2)oc1NCCCN1CCOCC1	31.3[fluorescence artefact?]	-7.4	-2.0	-9.1	9.0	-8.5	-7.2	4.5	20.5
C=CCc1cc(Cl)ccc1OCCNCCN1CCOCC1	36.6	-2.1	6.7	2.9	-2.0	-1.6	7.0	8.2	2.7
Cc1nn(C(C)C(=O)NCc2ccccc2Cl)c(=O)c2c1sc1ccccc12 (stereo not drawn)	-16.3[fluorescence artefact?]	2.0	2.7	-13.8	-5.9	0.7	-25.2	-0.8	-24.4[fluorescence artefact?]
C/C(=N/NC(=O)c1cc(C)[nH]n1)c1ccco1	2.2	1.2	3.9	-4.0	-3.0	-1.4	-1.7	6.4	-3.5
CCO[C@@H]1OC(C(=O)N2CCOCC2)=C[C@H](C2CC2)[C@H]1CCCO	6.0	4.3	-1.6	.	-8.9	0.7	1.1	5.9	2.7
CCOC(=O)c1c(-c2cccc3ccccc23)csc1NC(=O)C1C2CCC(O2)C1C(=O)O (stereo not drawn)	3.1[fluorescence artefact?]	-0.2	0.2	-10.1	-2.8	-4.0	-0.8	8.1	5.0
O=C(CN1C(=O)S/C(=C\C=C\c2ccccc2)C1=O)Nc1ccccc1C(=O)O	4.5	4.2	-0.4	-20.0	11.9	3.9	6.1	9.8	-2.8
CC(C)c1nc(SCC(=O)Nc2ccc3c(c2)OCCO3)c2c(=O)n(C)c(=O)n(C)c2n1	7.8	3.4	-1.6	-12.0	3.8	2.4	-14.2	12.7	3.9
CSc1nc2c(cc1C#N)CCC2	-1.8	4.1	0.2	-15.7	14.4	0.4	0.4	9.2	-1.9
COc1ccc(CNc2ncnc(N)n2)cc1	.	8.9	1.5	-5.5	1.4	5.0	-5.6	7.9	.
CCOC(=O)N1CCN(C(=O)c2cnsn2)CC1	-0.8[fluorescence artefact?]	0.6	0.0	-7.9	-0.8	4.7	-0.7	5.2	2.4[fluorescence artefact?]
O=C(Cc1ccccc1Cl)NCCCn1ccnc1	-11.1	-1.8	0.7	-3.8	8.9	5.3	-13.9	1.4	2.1
O=C(Nc1cnn(Cc2ccc(F)cc2)c1)C(c1ccccc1)c1ccccc1	7.5[fluorescence artefact?]	0.3	4.5	-15.3	2.9	0.1	-13.7	-1.3	8.4
O=C(O)c1cccnc1SCc1cccc(Cl)c1	-13.1	1.4	0.8	-10.2	-26.2	-0.5	-9.5	9.2	-2.3
Cc1ccc(S(=O)(=O)N2CCCC2C(=O)n2nc(C)cc2C)cc1 (stereo not drawn)	2.4	3.5	1.4	-16.2	.	-8.7	2.6	10.1	0.1
CN(Cc1nc(-c2ccc(C(F)(F)F)cc2)no1)C1CCOCC1	-6.4	-0.9	-3.7	-7.1	1.9	-5.4	5.1	3.7	1.1
CCn1c(SCC(=O)OC)nnc1-c1ccccc1	-7.9	6.6	0.2	.	.	-1.9	.	11.8	-2.2
COc1ccc(Cl)cc1C(=O)NCCc1ccc(S(=O)(=O)NC(=O)NC2CCCCC2)cc1	4.6	0.9	-0.1	.	-6.1	-1.6	-10.3	8.0	-0.9
O=C(/C=C/c1ccco1)N1CCN(c2ccccc2)CC1	-1.6	0.4	0.5	-0.1	0.0	7.9	-20.1	14.8	4.4
O=C(Cn1nc(C(=O)O)c2ccccc2c1=O)NCc1ccco1	-4.5	3.8	0.6	-10.6	-10.9	0.0	-0.3	5.1	3.9
COc1ccc(NC(=S)Nc2ccc(S(=O)(=O)N3CCOCC3)cc2)c(OC)c1	-11.5	-5.8	-3.0	-16.4	-5.3	-7.3	-4.6	-8.8	2.2
O=S(=O)(c1cccs1)N1CN(Cc2ccc(Cl)cc2)c2nc3ccccc3nc21	6.1	-0.5	7.4	-10.6	4.6	1.7	4.6	0.7	2.0[fluorescence artefact?]
O=S(=O)(c1ccccc1Cl)N1CCCC1c1nc(-c2ccc(Cl)cc2)no1 (stereo not drawn)	4.0	3.8	0.3	-20.9	-3.3	1.1	-2.6	13.5	0.7
CN(N)c1nc(-c2ccccc2)nnc1C(F)(F)F	2.1	-1.7	1.9	-5.8	-8.1	9.7	-20.9	10.3	-0.7
COc1ccc2cc(C(=O)NCC(=O)O)sc(=O)c2c1OC	4.9	4.0	4.8	-2.0	.	5.2	-0.7	16.6	0.6
Cn1c(=O)n(C/C=C/c2ccccc2)c(=O)c2c1nc1n2CCCN1c1ccc(F)cc1	3.5	2.0	-0.8	-22.3	-5.3	15.1	-3.9	19.9	2.0
Cc1nnc(NC2(C(F)(F)F)C(=O)Nc3c2c(=O)n(C)c(=O)n3C)s1 (stereo not drawn)	-9.7	6.2	-3.0	-5.2	.	-8.1	-27.4	-5.4	-0.8
O=c1[nH]c(C(Cl)Cl)nc2sc3c(c12)CCN(Cc1ccccc1)C3	19.7[fluorescence artefact?]	9.4	3.0	5.7	-64.2	7.2	-13.2	10.6	9.8[fluorescence artefact?]
C[C@@H](C(=O)NCc1ccccn1)[C@H]1C[C@]1(C)[C@H](NC(=O)OCc1ccccc1)c1ccccc1	-1.6	1.1	1.2	.	6.8	7.4	-5.6	15.7	1.4

Molecules above with a CF3 group, in the order listed:
SMILES	14-3-3 Bad PPI	p97 ATPase inh	Wee1 degr inh	MDM2 E3 inh	Rad51 HR inh	FXIa inh	KLK5 inh	FXIIa inh	eIF4E-4G inh
CN(NC1OC(=O)c2ccccc21)c1ncc(C(F)(F)F)cc1Cl (stereo not drawn)	-2.9	5.4	0.1	-6.8	-0.4	3.2	-1.9	9.8	3.0
CN(Cc1nc(-c2ccc(C(F)(F)F)cc2)no1)C1CCOCC1	-6.4	-0.9	-3.7	-7.1	1.9	-5.4	5.1	3.7	1.1
CN(N)c1nc(-c2ccccc2)nnc1C(F)(F)F	2.1	-1.7	1.9	-5.8	-8.1	9.7	-20.9	10.3	-0.7
Cc1nnc(NC2(C(F)(F)F)C(=O)Nc3c2c(=O)n(C)c(=O)n3C)s1 (stereo not drawn)	-9.7	6.2	-3.0	-5.2	.	-8.1	-27.4	-5.4	-0.8

Remaining list, next part:
SMILES	14-3-3 Bad PPI	p97 ATPase inh	Wee1 degr inh	MDM2 E3 inh	Rad51 HR inh	FXIa inh	KLK5 inh	FXIIa inh	eIF4E-4G inh
CCOC(=O)c1oc2cccc(O)c2c1CN1CCOCC1	60.6	5.0	0.3	-17.4	3.1	17.0	-13.1	27.5	2.2
COc1ccc(Oc2nc(-c3ccccn3)ncc2OC)cc1	-7.6	12.8	1.3	1.9	-6.6	2.1	3.5	7.7	-3.2
COC(=O)c1sc(NC(=O)COc2ccc(C)cc2)nc1C	-6.9	0.3	1.7	-14.1	-9.7	-5.9	-13.3	4.9	-10.9[fluorescence artefact?]
COC(=O)c1cc(OC)c(OC)cc1NC(=S)Nc1cccc(C(C)=O)c1	-1.1	5.2	-1.9	-13.3	-2.0	-0.2	-4.2	5.2	-3.4[fluorescence artefact?]
COCCN1C=C(C(=O)OC)C(c2ccc(Cl)cc2)C(C(=O)OC)=C1	-2.5	1.2	-3.1	0.8	.	-14.3	-19.8	-8.9	0.2
CCCCN(CC)CCNC(=O)c1nn(-c2ccc(OC)cc2)c(=O)c2c1c1ccccc1n2C	-16.5	-1.4	-4.6	-10.4	-10.7	3.6	9.7	14.2	1.1
COc1ccc(C2C(C#N)=C(C)NC3=C2S(=O)(=O)c2ccccc23)cc1 (stereo not drawn)	-3.9[fluorescence artefact?]	3.5	-0.9	-4.8	1.9	-4.0	-6.4	0.4	-0.1
S=C1NCN(Cc2ccco2)CN1Cc1ccco1	-1.3	-3.6	-1.5	-16.7	11.2	1.4	-5.8	11.6	-2.2

Sorted by the number under p97 ATPase inh (ascending): 3 of the compounds above.
compound	14-3-3 Bad PPI	p97 ATPase inh	Wee1 degr inh	MDM2 E3 inh	FXIa inh	KLK5 inh	FXIIa inh	eIF4E-4G inh
CCCCN(CC)CCNC(=O)c1nn(-c2ccc(OC)cc2)c(=O)c2c1c1ccccc1n2C	-16.5	-1.4	-4.6	-10.4	3.6	9.7	14.2	1.1
COC(=O)c1sc(NC(=O)COc2ccc(C)cc2)nc1C	-6.9	0.3	1.7	-14.1	-5.9	-13.3	4.9	-10.9[fluorescence artefact?]
COc1ccc(C2C(C#N)=C(C)NC3=C2S(=O)(=O)c2ccccc23)cc1 (stereo not drawn)	-3.9[fluorescence artefact?]	3.5	-0.9	-4.8	-4.0	-6.4	0.4	-0.1
